NOD2-RIPK2 inh – NOD2-RIPK2 binding disruptors in cells, primary screen, fluorescence, CHO cells, BLA complementation; Receptor-interacting serine/threonine-protein kinase 2 (Homo sapiens), O43353; CCF4 ratio; inhibition, % at 4.98 µM; hit rate 0.38% among 360,000; in the data active = inhibition above about 21%;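 note: 0% = vehicle only and 100% = reference blocker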
TROY NFkB inh – inhibitors of TROY-driven NF-kB signaling, primary screen, Q293 LMP1-TROYcd cells, NF-kB luciferase, uHTS. Q293 LMP1-TROYcd NF-kB luciferase reporter, 4 h. inhibition, % at 10 µM. hit rate 0.98% among 360,000. AID 1347056, 2019;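 active = compounds whose plate-normalised and pattern-corrected inhibition of the luciferase reporter signal at the single screening dose is 50% or more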
LMP1 NFkB inh – EBV LMP1-driven NF-kappaB luciferase reporter inhibitors, primary screen, cell-based, luminescence, single point. LMP1-induced NF-kappaB luciferase reporter cells. inhibition, % at 12.5 µM. hit rate 0.69% among 350,000. AID 504558, 2011; in the data active = inhibition above about 41%;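 note: 0% = neutral control wells and 100% = reference inhibitor control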
NCOA3 inh – SRC3 coactivator transcriptional activity inhibitors, primary screen, cell-based, luminescence | Nuclear receptor coactivator 3 (Homo sapiens), Q9Y6Q9 | HEK293 GAL4-SRC3 luciferase reporter | inhibition, % at 3.6 µM | hit rate 0.17% among 360,000 | AID 588352, 2011;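 active = inhibition above a per-campaign cutoff, the mean of all compounds plus 3 SD, cut at about 60% in these data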;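 note: 0% = DMSO-treated cells and 100% = gossypol-treated cells at 36 µM; higher means less SRC3-driven luciferase light from the GAL4 reporter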
Target sequence (Q9Y6Q9 whole entry, looked up, the tested form may be a part): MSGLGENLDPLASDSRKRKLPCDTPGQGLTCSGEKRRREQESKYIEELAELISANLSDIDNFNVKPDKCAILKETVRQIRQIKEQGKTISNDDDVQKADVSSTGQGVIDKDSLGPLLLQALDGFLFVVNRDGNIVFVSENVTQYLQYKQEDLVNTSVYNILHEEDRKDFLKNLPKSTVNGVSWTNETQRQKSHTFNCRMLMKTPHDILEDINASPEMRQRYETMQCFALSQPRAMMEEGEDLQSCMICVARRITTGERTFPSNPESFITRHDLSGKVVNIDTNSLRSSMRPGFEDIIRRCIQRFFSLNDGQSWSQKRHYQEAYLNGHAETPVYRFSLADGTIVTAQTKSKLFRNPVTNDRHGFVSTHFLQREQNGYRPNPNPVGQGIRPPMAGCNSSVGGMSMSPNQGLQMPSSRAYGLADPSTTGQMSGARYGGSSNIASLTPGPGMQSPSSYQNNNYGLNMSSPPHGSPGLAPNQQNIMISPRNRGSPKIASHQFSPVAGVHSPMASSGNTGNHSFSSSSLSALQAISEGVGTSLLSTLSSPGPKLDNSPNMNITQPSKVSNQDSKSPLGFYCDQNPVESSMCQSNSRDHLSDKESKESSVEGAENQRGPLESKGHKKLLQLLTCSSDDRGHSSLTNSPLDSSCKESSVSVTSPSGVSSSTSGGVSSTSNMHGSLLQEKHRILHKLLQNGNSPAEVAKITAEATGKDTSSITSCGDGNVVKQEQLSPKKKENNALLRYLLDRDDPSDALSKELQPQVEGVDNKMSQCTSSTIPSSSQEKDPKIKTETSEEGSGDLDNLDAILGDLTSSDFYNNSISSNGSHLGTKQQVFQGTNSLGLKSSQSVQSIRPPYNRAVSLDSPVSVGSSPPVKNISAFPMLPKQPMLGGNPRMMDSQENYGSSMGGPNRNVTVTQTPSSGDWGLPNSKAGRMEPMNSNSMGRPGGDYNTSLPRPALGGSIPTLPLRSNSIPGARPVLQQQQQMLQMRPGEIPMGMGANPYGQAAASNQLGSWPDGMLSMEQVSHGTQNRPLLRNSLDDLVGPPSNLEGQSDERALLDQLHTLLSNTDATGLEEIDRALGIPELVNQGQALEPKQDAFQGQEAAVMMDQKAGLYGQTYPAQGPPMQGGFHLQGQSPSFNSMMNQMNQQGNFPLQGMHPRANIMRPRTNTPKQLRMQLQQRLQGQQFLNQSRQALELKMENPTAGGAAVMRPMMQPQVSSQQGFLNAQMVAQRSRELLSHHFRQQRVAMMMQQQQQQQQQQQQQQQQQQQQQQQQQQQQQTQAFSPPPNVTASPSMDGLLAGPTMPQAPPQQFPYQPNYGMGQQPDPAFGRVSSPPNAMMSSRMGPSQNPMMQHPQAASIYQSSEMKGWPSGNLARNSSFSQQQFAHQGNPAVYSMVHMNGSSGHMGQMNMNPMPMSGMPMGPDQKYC
Vif inh – HIV Vif self-association inhibitors, primary screen, imaging, HEK293T, single point | AID 602346, 2012 | hit rate 0.35% among 340,000 | HEK293T cells, Vif self-association by quenched fluorescence, 24 h | inhibition, % at 7.49 µM; in the data active = inhibition above about 50%, passing the limit was not always enough; note: some results filed as inactive read as strong as hits
NR2F2 inh – NR2F2 transcriptional activity inhibitors, primary screen, cell-based, luciferase reporter, HEK293T, luminescence | COUP transcription factor 2 (Homo sapiens), P24468 | HEK293T NGFI-A luciferase reporter | inhibition, % at 8.6 µM | hit rate 0.7% among 370,000;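 active = inhibition above a per-plate cutoff, mean inhibition of test wells between control levels plus 3 SD, cut at about 38% in these data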;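 note: cells cotransfected with COUP-TFII expression vector driving the NGFI-A reporter; 0% = median of COUP-TF2 test wells and 100% = reporter-only cells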
C8 TRAIL sens – viability loss with TRAIL in NB7+C8 cells, primary screen, TRAIL sensitizer project, cell-based, ATPlite luminescence; hit rate 1% among 360,000; inhibition (viability loss, TRAIL sensitization), % at 10 µM;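 active = compounds causing at least 50% loss of cell viability in the single-dose screen, relative to plate controls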
SRC2 inh – inhibition of GAL4-SRC2 driven luciferase reporter, primary screen, SRC2 inhibitor project, cell-based, luminescence; Nuclear receptor coactivator 2 (Homo sapiens), Q15596; HEK293 GAL4-SRC2 luciferase reporter; inhibition, % at 9 µM; hit rate 0.17% among 370,000;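 active = inhibition above the mean inhibition of all tested compounds plus 3 SD, set per campaign, cut at about 52% in these data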;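 note: 0% = DMSO treated cells and 100% = cells given Gossypol at 36 µM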
NR5A2 inv ag – LRH-1 (NR5A2) inverse agonists, primary screen, cell-based, luminescence, HEK293T, StAR-luciferase reporter; Nuclear receptor subfamily 5 group A member 2 (Homo sapiens), O00482; LRH-1 transfected, 24 h; inhibition, % at 3.6 µM; hit rate 0.13% among 360,000; AID 602396, 2012;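 active = inhibition above the mean inhibition of all tested compounds plus 3 SD, cut at about 73% in these data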;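 note: 0% = DMSO wells and 100% = reporter-only cells lacking LRH-1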
TLR9-MyD88 block – inhibitors of TLR9-MyD88 association in cells, primary screen, cell-based, CHO, BLA complementation, fluorescence. hit rate 0.21% among 340,000. CCF4 FRET ratio. Toll-like receptor 9 (Homo sapiens) + Myeloid differentiation primary response protein …. inhibition, % at 4.98 µM;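 active = inhibition above the mean over all tested compounds plus 3 SD, cut at about 21% in these data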;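 note: 0% = DMSO only wells and 100% = clavulanate BLA inhibitor control wells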
NCOA1 inh – SRC1 coactivator transcriptional activity inhibitors, primary screen, cell-based, luminescence | Nuclear receptor coactivator 1 (Homo sapiens), Q15788 | HEK293 GAL4-SRC1 luciferase reporter | inhibition, % at 3.6 µM | hit rate 0.12% among 360,000;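 active = inhibition above the campaign mean plus 3 SD, with each screening campaign given its own cutoff, cut at about 60% in these data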;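 note: 0% = DMSO treated cells and 100% = gossypol at 36 µM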
* marks the source's active call; other numbers are inactive results; / = not tested or not shown; & = joins results of further samples. An excerpt (hit frequency here may not be typical).

compound	NOD2-RIPK2 inh	TROY NFkB inh	LMP1 NFkB inh	NCOA3 inh	Vif inh	NR2F2 inh	C8 TRAIL sens	SRC2 inh	NR5A2 inv ag	TLR9-MyD88 block	NCOA1 inh
O=C(O)CCCC(=O)Nc1ccn(-c2ccccc2)n1	-8	9	4	-6	-2	13	-2	-12	0	5	-10
COc1cc2c(C(=O)N3CCN(c4cccc(Cl)c4)CC3)cn(C)c(=O)c2cc1OC	4	-4	4	7	3	-2	20	-4	-8	-2	1
CCc1nnc(NC(=O)CCC2CCCCC2)s1	3	-58	-13	8	-5	-1	-7	-41	3	4	-13
O=C(N/N=C/c1ccncc1)c1cc(-c2ccc(Br)s2)[nH]n1	4	-17	-1	-20	7	-2	-1	-2	-29	-4	-46
COc1cc(/C=C/C(=O)N(C)c2ccccc2C(=O)O)cc(OC)c1OC	-4	42	-3	-6	-12	2	-15	-18	-7	3	-11
Cc1ccc(S(=O)(=O)NCc2cccc([N+](=O)[O-])c2)cc1	-8	-11	-1	-2	-1	7	-9	14	-18	-3	1
COc1ccc(C2=Nc3ccccc3N(C(=O)c3ccncc3)C2C(=O)NC(C)(C)C)cc1 (centres undefined)	-13	/	/	/	/	-26	-23	-37	-13	/	/
S=c1nc(-c2ccco2)[nH][nH]1	14	/	-3	11	-5	-10	-6	-3	-9	10	-44
O=C(Cn1cnc2c(NCc3ccccc3)ncnc21)NCCCc1ccccc1	14	3	0	15	/	-6	-14	-16	7	4	6
Cc1ccc(NCC(=O)N2CCN(S(=O)(=O)c3ccccc3)CC2)cc1F	-5	18	2	-15	-7	-4	16	6	-7	-4	-2
COc1ccc(OC)c(C(c2nnnn2Cc2ccccc2)N2CCC(C(N)=O)CC2)c1 (centres undefined)	3	-6	0	-64	16	-14	-9	6	10	-9	2
COc1cc(CC(C#N)(CO)c2nc3ccccc3[nH]2)ccc1OC(F)F (centres undefined)	2	-4	1	6	-13	-17	7	-8	-17	-9	6
Cc1ccc2c(c1)N(CC(=O)NCC1CCCO1)C(=O)C(C(C)C)O2 (centres undefined)	-18	-11	-12	-1	40	4	1	-32	-15	5	-16
Nc1ccc2c(c1)C(=O)c1ccccc1C2=O	-7	-42	-33	-42	/	-48	10	-69	-53	5	-92
Cc1ccccc1CN1CCNC(=O)C1CC(=O)NCCN1CCCCC1=O (centres undefined)	-8	22	0	11	15	-5	-3	26	0	-2	-20
COc1ccc(N2CCN(CCCNS(=O)(=O)c3ccc4c(c3)oc(=O)n4C)CC2)cc1	3	-6	-2	11	7	4	-9	-16	15	13	11
O=C1CCC(C(=O)N2CCSCC2)CN1CCc1ccccc1 (centres undefined)	5	-9	9	-6	-2	-4	1	0	16	-7	3
CCOc1ccc(Nc2nc(-c3cccnc3)cs2)cc1	6	-16	-25	-76	-2	-39	17	-53	-98	-4	-86
CSc1c2c([nH]c(=O)c1C#N)-c1ccccc1CC2	-20	-6	/	5	7	17	-9	6	-7	/	-5
CC(C)(C)OC(=O)C[C@@H]1C/C=C\C[C@@H](CC(=O)NCCO)C(=O)NC[C@@H](c2ccccc2)OC1=O	-5	-12	-10	-28	-3	5	0	16	12	-6	-2
CC(=O)N1CCN(c2ccccc2NC(=O)c2ccco2)CC1	0	14	0	-2	20	-7	-7	9	3	0	-18
COc1cccc(C(=O)NC2(C(F)(F)F)N=C3SCCN3C2=O)c1 (centres undefined)	-4	-34	-5	7	0	4	5	10	-7	-8	5
CCn1c(=O)c2cc(C(=O)Nc3ccccc3OC)sc2c2ccccc21	-3	15	16	10	-5	5	4	-31	2	-3	0
COc1ccccc1C(=O)NC(=O)COC(=O)c1oc2ccccc2c1C	1	2	4	16	0	3	13	1	7	-4	0
CN(CCC1CCOCC1)C(=O)CC1C(=O)NCCN1Cc1cccc(F)c1 (centres undefined)	3	0	-3	13	-4	-2	2	-22	-18	-3	-18
CCCn1c(N)c(N(CCOC)C(=O)CSCC(=O)Nc2cccc(C)c2)c(=O)[nH]c1=O	0	4	-6	-13	10	1	-1	-26	-4	1	4
O=C(c1cc(Cl)ccc1F)N1CCCC(Nc2ccc3c(c2)OCCO3)C1 (centres undefined)	-11	39	4	10	-8	19	-5	-5	4	4	-20
O=C(NN=C1c2ccccc2-c2ccccc21)c1cccc(Br)c1	-8	-50	10	4	-2	0	6	-21	-1	-5	-35
CN1CCN(CC#CCC(O)(c2ccccc2)C2CCCC2)CC1 (centres undefined)	6	2	5	9	/	2	-8	-11	5	4	-2
COc1ccccc1N1C(=O)CC(Sc2ncccc2C(=O)O)C1=O (centres undefined)	3	-2	-9	9	/	6	-3	-28	9	-1	-6
COc1cc2ccccc2cc1C(=O)Nc1ccc(N2CCN(C)CC2)cc1	-2	21	-30	-67	2	-51	6	-25	-73	-11	-103
O=C(N1CCOCC1)N1c2ccccc2Sc2ccccc21	5	0	-51	1	-9	-7	-5	-34	-1	8	-13
O=C(Nc1cccc2nsnc12)c1cccs1	2&5	-71&5	-26&-4	-56&-9	-5&12	-35&2	16&-5	-56&-6	-70&-25	7&3	-57&2
CCOc1ccc(NC(=O)CNS(=O)(=O)c2c(C)cc(C)cc2C)cc1	-3	-3	4	-5	-4	23	-12	17	5	-3	-29
O=C1c2ccc(Cl)cc2S(=O)(=O)c2cccc(C(=O)N3CCC(Cc4ccccc4)CC3)c21	-6	65*	0	5	0	4	93*	-43	-3	11	6
CC(C(=O)Nc1ccc(S(=O)(=O)N2CCOCC2)cc1)N1CCN(c2ccccn2)CC1 (centres undefined)	3	14	3	7	-1	-8	-14	-2	-19	-14	-10
Cn1c(N)c(C(c2ccccc2)c2c(N)n(C)c(=O)n(C)c2=O)c(=O)n(C)c1=O	0	4	9	19	0	-6	-11	-8	-6	0	-23
COc1cc(NC(=O)CSc2nccc(=O)[nH]2)c(C)cc1[N+](=O)[O-]	-8	3	-6	-5	5	-7	0	-26	-10	-11	-15
O=C1c2ccccc2C(=O)N1CCCc1nc(-c2ccccn2)no1	0	-4	-3	-5	0	-11	-2	23	-8	8	-9
O=C(Cc1ccon1)c1ccc(O)cc1O	4	-18	-3	-10	2	4	-2	21	-6	-6	-14
CC(C)Cc1nnc(NC(=O)C2CCN(C(=O)c3ccc(F)cc3)CC2)s1	-16	-5	10	6	-3	5	-1	20	-29	0	-4
CCN(CC)CCCN=Cc1c(O)n(Cc2ccccc2)c(=O)c2ccccc12	-2	11	-5	19	-1	-15	-8	-35	4	-5	-16
Cc1cnc(C(=O)Nc2c(-c3ccccc3)[nH][nH]c2=O)cn1	-1	/	/	/	/	7	-5	2	23	/	/
CCOc1ccccc1N1CCN(C(=O)c2cc(-c3cccnc3)nc3c(Cl)cccc23)CC1	-12	7	3	-5	5	/	24	/	13	-13	0
O=C(NNc1cccc(Cl)n1)c1cccnc1Cl	-5	5	13	-2	3	2	-8	0	11	-6	11
Cc1ccc(CNC(=O)CSc2ccc(-c3ccccn3)nn2)cc1	1	-6	-6	2	-8	-2	-5	19	-9	1	3
O=C(NCCNC(=O)C1CC2CCC1C2)C1CC2CCC1C2 (centres undefined)	3	5	-3	14	1	-5	4	-13	15	2	0
Clc1ccc(-c2nc3c4ccccc4ccn3c2Cc2cccc(Cl)c2)cc1	12	-52	/	/	/	-15	3	2	18	/	/
CN(CCOc1ccccc1)CC(=O)Nc1ccc([N+](=O)[O-])cc1Cl	3	13	4	7	-5	9	9	-13	20	-11	2
COc1cc(C(=O)Nc2ccc(S(=O)(=O)N3CCCCC3)cc2)ccc1OCC(=O)N1CCOCC1	-11	-8	-3	-8	25	-11	11	32	-34	-5	9
O=C(NC1CCCC1)C1c2ccccc2OCC(=O)N1Cc1ccccc1 (centres undefined)	-4	5	/	/	/	3	-7	7	0	/	/
Cn1c[n+](C)cc1/C=N/O	8	6	-4	0	-11	4	-4	3	-7	8	4
Cn1cccc1/C=N/N1CCN(c2ccccn2)CC1	-7	-11	3	-7	-4	-36	-7	-72	-48	4	-26
COc1ccc(C/C(N)=N/OC(=O)C(c2ccccc2)c2ccccc2)cc1OC	4	10	-12	21	-4	22	-1	3	12	9	-1

Reformatted: results already given.
Each structure is followed by: NOD2-RIPK2 inh	TROY NFkB inh	LMP1 NFkB inh	NCOA3 inh	Vif inh	NR2F2 inh	C8 TRAIL sens	SRC2 inh	NR5A2 inv ag	TLR9-MyD88 block	NCOA1 inh
- COc1cc2ccccc2cc1C(=O)Nc1ccc(N2CCN(C)CC2)cc1
    -2	21	-30	-67	2	-51	6	-25	-73	-11	-103
- O=C(N1CCOCC1)N1c2ccccc2Sc2ccccc21
    5	0	-51	1	-9	-7	-5	-34	-1	8	-13
- O=C(Nc1cccc2nsnc12)c1cccs1
    2&5	-71&5	-26&-4	-56&-9	-5&12	-35&2	16&-5	-56&-6	-70&-25	7&3	-57&2
- CCOc1ccc(NC(=O)CNS(=O)(=O)c2c(C)cc(C)cc2C)cc1
    -3	-3	4	-5	-4	23	-12	17	5	-3	-29
- O=C1c2ccc(Cl)cc2S(=O)(=O)c2cccc(C(=O)N3CCC(Cc4ccccc4)CC3)c21
    -6	65*	0	5	0	4	93*	-43	-3	11	6
- CC(C(=O)Nc1ccc(S(=O)(=O)N2CCOCC2)cc1)N1CCN(c2ccccn2)CC1 (centres undefined)
    3	14	3	7	-1	-8	-14	-2	-19	-14	-10
- Cn1c(N)c(C(c2ccccc2)c2c(N)n(C)c(=O)n(C)c2=O)c(=O)n(C)c1=O
    0	4	9	19	0	-6	-11	-8	-6	0	-23
- COc1cc(NC(=O)CSc2nccc(=O)[nH]2)c(C)cc1[N+](=O)[O-]
    -8	3	-6	-5	5	-7	0	-26	-10	-11	-15
- O=C1c2ccccc2C(=O)N1CCCc1nc(-c2ccccn2)no1
    0	-4	-3	-5	0	-11	-2	23	-8	8	-9
- O=C(Cc1ccon1)c1ccc(O)cc1O
    4	-18	-3	-10	2	4	-2	21	-6	-6	-14

Assay outcomes: PubChem BioAssay, several laboratories
